S1P2 ag – activates the human S1P2 receptor | activation, % at 4.5 µM | 97,000 tested, 0.46% active | O95136 | S1P2-expressing cell line, agonist reporter read-out; in the data active = activation above about 16%;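 note: 0% = vehicle low control and 100% = maximal reference agonist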
Target sequence (O95136 whole entry, looked up): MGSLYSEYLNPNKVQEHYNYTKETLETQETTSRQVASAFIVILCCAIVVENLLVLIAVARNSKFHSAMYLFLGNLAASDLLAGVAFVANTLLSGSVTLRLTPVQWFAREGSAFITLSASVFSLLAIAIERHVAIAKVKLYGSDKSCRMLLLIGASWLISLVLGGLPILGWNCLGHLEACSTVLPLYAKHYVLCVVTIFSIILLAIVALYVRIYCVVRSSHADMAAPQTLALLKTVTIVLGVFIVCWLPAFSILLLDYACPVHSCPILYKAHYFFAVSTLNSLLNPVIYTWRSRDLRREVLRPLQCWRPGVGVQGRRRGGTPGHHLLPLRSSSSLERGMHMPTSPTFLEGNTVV
E coli WT exp – E. coli BW25113 growth inhibition, expanded screen; growth inhibition, % at 100 µM; AID 710; 98,000 tested, 0.15% active; OD600 absorbance;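 active = growth inhibition above about 50% at one test dose, limit read from the data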;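 note: growth measured after 20 h incubation at 37 °C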
HUVEC inhibit – inhibitors of human endothelial cell proliferation; viability, % at 10 µM (by protocol); 86,000 tested, 1.1% active; HUVEC proliferation, CellTiter-Glo luminescence, 72 h; stronger effect = lower value;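 active = viability at or below 30%; inactive = viability above 30%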;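 note: 100% = median luminescence of DMSO-only cell control wells on each plate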
PostGolgi yeast – growth inhibition of a yeast mutant, post-Golgi transport screen; post-Golgi transport phenotypic cell assay; inhibition, % at 10 µM; 98,000 tested, 0.9% active;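 note: yeast cells grown in 1536-well plates; yeast grown about 18 h at 30C before absorbance read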
S1P2 blocker – antagonists of human S1P2 receptor; O95136; 97,000 tested, 0.21% active; inhibition, % at 5 µM; cell-based S1P2 antagonist assay, inhibition at 5 uM; in the data active = inhibition above about 45%;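 note: CRE beta-lactamase reporter cells expressing human S1P2 stimulated with S1P; 0% = agonist at EC80 alone and 100% = agonist plus reference antagonist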
H69AR inhibit – blocks growth of human H69AR lung tumor cells; H69AR lung tumor viability, ATP luminescence, 72 h; stronger effect = lower value; viability, % at 10 µM; 85,000 tested, 6% active; AID 598;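 active = viability at or below 40%; inactive = viability above 40%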;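 note: multidrug resistant small cell line overexpressing MRP-1 efflux transporter; 100% = mean luminescence of untreated control wells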
hDAT+cocaine – modulates human dopamine transporter uptake under cocaine; Q01959; LLC-PK1 hDAT cells, [14C]-dopamine uptake with cocaine IC80; actives deviate in either direction; B-score at 10 µM; 110,000 tested, 1.3% active; AID 449768;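 active = Z score or B-score, a plate-position-corrected score, falls beyond the plate's 99.7% confidence bounds, in either direction; inactive = both scores lie inside the 99.7% bounds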;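 note: scored against the spread of the other compound wells on the same plate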
Target sequence (Q01959 whole entry, looked up): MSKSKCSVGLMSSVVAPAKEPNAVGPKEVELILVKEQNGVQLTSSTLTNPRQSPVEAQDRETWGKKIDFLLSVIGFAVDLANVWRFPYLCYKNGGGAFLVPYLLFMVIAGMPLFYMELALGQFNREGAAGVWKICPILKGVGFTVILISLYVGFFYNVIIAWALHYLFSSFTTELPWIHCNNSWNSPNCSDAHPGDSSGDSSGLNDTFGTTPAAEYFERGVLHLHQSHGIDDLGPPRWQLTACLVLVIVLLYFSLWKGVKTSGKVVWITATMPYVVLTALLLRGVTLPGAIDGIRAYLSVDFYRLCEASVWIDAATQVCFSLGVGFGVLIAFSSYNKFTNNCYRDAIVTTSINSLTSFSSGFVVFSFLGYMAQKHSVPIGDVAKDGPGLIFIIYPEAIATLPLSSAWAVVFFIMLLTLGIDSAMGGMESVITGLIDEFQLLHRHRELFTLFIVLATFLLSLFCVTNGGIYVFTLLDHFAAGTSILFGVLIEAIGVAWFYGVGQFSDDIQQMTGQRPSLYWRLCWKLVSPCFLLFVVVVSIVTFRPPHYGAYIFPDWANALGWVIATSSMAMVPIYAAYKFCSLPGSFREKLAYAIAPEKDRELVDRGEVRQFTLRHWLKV
PostGolgi ctrl – yeast control strain growth, post-Golgi counter-screen; efflux-deficient yeast background strain, growth absorbance A615, 16 h; inhibition, % at 10 µM; 98,000 tested, 5% active
Fibroblast inh – blocks proliferation of human lung fibroblasts. LL 47 human lung fibroblast viability, ATP luminescence; stronger effect = lower value. viability, % at 10 µM. 85,000 tested, 1.1% active. AID 719;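 active = viability at or below 50% in the single dose screen; inactive = viability above 50%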;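 note: compound exposure lasted 72 h before the ATP readout; 100% = median luminescence of untreated cell-only wells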
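Test system: LL 47 human lung fibroblasts; Quantity: 1,150 cells/well; Buffer or medium: IMEM plus 15% FBS; Dosing: tenfold compound dosing solution, DMSO at 0.1%; Timing: overnight cell rest, 72 h compound treatment at 37 °C; Detection: ATP-based CellTiter-Glo luminescent readout; Read-out basis: viability percentage against median untreated-cell control; Controls: cell-only wells, no compound.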
Active calls of the source: *; . = not tested or not shown. Cut-off read from the data, not from the text of the source, unless noted: active = inhibition above about 30%; inactive = the rest. The order is random (roughly 11% active in at least one column).

SMILES | S1P2 ag | E coli WT exp | HUVEC inhibit | PostGolgi yeast | S1P2 blocker | H69AR inhibit | hDAT+cocaine | PostGolgi ctrl | Fibroblast inh
CN(C)CCCN1C(=O)C(=O)/C(=C(/O)c2ccc3c(c2)OCO3)C1c1ccccn1 (configuration not stated) | -4 | . | 104 | . | 10 | 111 | . | . | 98
CCOC(=O)C(C)(C)Sc1nc2c(cnn2-c2ccc(Cl)cc2)c(=O)[nH]1 | -2 | -7 | 101 | -10 | 1 | 84 | 1.3 | 24 | 104
COC(=O)CC1C(=O)NCCN1C(=O)Nc1ccccc1 (configuration not stated) | -11 | 1 | 88 | 4 | -1 | 93 | -0.42 | 0 | 98
COC(=O)c1ccc(NC(=O)N2CCOCC2)cc1 | -4 | -7 | 104 | -8 | 17 | . | 0.21 | 20 | 97
CC1CCCN(C/C(O)=C(\C#N)c2nc3ccccc3[nH]2)C1 (configuration not stated) | -6 | 4 | 100 | -2 | -12 | 66 | -1.5 | 7 | 93
Cc1nn(Cc2ccccc2Cl)c(C)c1NC(=O)c1cc(-c2ccc(F)cc2)on1 | -8 | -2 | . | 7 | 8 | . | -0.35 | 8 | .
Cn1c(=O)c2c(nc(CN3CCC(C(N)=O)CC3)n2Cc2ccccc2F)n(C)c1=O | -2 | 2 | 94 | -4 | -9 | 84 | -0.0059 | 5 | 91
CCOC(=O)C1=C(C)NC(C)=C(C(=O)OCC)C1C(=O)OC1CCOC1=O (configuration not stated) | 2 | 6 | 99 | -6 | 0 | 87 | 0.021 | 4 | 96
CCOC(=O)c1c(C)oc2cc(Br)c(O)c(Br)c12 | . | 10 | 76 | -7 | . | 90 | 0.36 | 52* | 98
COc1ccc2[nH]cc(C(=O)CN3CCC(C)CC3)c2c1 | -6 | -1 | 104 | 6 | 26 | 95 | -0.77 | -1 | 97

Compound profiles, as listed above:
`Cc1nn(Cc2ccccc2Cl)c(C)c1NC(=O)c1cc(-c2ccc(F)cc2)on1` is listed with S1P2 ag: -8; E coli WT exp: -2; HUVEC inhibit: .; PostGolgi yeast: 7; S1P2 blocker: 8; H69AR inhibit: .; hDAT+cocaine: -0.35; PostGolgi ctrl: 8; Fibroblast inh: .
`CCOC(=O)C1=C(C)NC(C)=C(C(=O)OCC)C1C(=O)OC1CCOC1=O` (configuration not stated) is listed with S1P2 ag: 2; E coli WT exp: 6; HUVEC inhibit: 99; PostGolgi yeast: -6; S1P2 blocker: 0; H69AR inhibit: 87; hDAT+cocaine: 0.021; PostGolgi ctrl: 4; Fibroblast inh: 96

(next part)
SMILES | S1P2 ag | E coli WT exp | HUVEC inhibit | PostGolgi yeast | S1P2 blocker | H69AR inhibit | hDAT+cocaine | PostGolgi ctrl | Fibroblast inh
Cc1cccc(NC(=S)NNC(=O)CCn2cc(C)cn2)c1 | 0 | 1 | . | -3 | 14 | . | 0.35 | 2 | .
Cc1cc(C#N)c2ccccc2n1 | -6 | 11 | 93 | 9 | -1 | 94 | -0.47 | -5 | 106
CCC(=O)NC(=S)N1CCN(c2ccc([N+](=O)[O-])cc2Cl)CC1 | -8 | 1 | . | 6 | 21 | . | -0.017 | -3 | .
COC(=O)C(C)n1cnc2c(cnn2-c2ccc(Cl)cc2)c1=O (configuration not stated) | -8 | -2 | . | -5 | -5 | . | 0.1 | 6 | .
Cc1ccc(CN(C)C(=O)c2ccccc2Oc2ccccc2)o1 | -9 | 9 | 97 | -11 | -1 | 77 | 0.0049 | 7 | 104
Cc1cc(C(C)(C)C)cc(S(=O)(=O)Nc2cccc(C(=O)O)c2)c1C | -2 | 1 | 93 | 5 | 0 | 98 | -0.82 | 7 | 105
C/C(=N/NC(=O)CNc1ccc(C)cc1)c1ccc(Br)s1 | 0 | -8 | . | 11 | -16 | . | -0.061 | 22 | .
COCCn1c(N)c(NCc2ccccc2)c(=O)n(CC(=O)Nc2cc(C)ccc2C)c1=O | -2 | 16 | 100 | 0 | -5 | 94 | 2* | -2 | 97
Cc1nn(C)c(C(=O)NNC(=S)Nc2ccc(Cl)cc2)c1[N+](=O)[O-] | -8 | 10 | . | -15 | 16 | . | -0.013 | 6 | .
O=[N+]([O-])c1ccc(Sc2ccccc2Cl)nc1 | -1 | 7 | . | 1 | 13 | . | 0.15 | 0 | .
COc1ccccc1-c1cn[nH]c(=S)n1 | -3 | 5 | 91 | 11 | -4 | 98 | 0.81 | 8 | 104
O=C1c2ccc(-c3nc4ccccc4o3)cc2C(=O)N1Cc1cccnc1 | -1 | . | 91 | . | -3 | 97 | 0.39 | . | 100
CCOc1ccc(NC(=O)c2ccccc2NC(=O)CN(C)CC(=O)Nc2ccc(C)cc2)cc1 | 3 | -8 | 67 | 3 | 18 | 37* | 0.04 | 2 | 86
COc1ccccc1-n1c(SCC(N)=O)nnc1-c1ccccc1 | -10 | 6 | . | -5 | 2 | . | -0.064 | -2 | .
COCCCN1C(=O)C(=O)/C(=C(/O)c2ccc(OC)cc2)C1c1ccc(O)c(OC)c1 (configuration not stated) | -4 | -3 | 105 | -3 | -2 | 99 | 0.92 | 1 | 103
O=S1(=O)N=C(Nc2nc3c(s2)CCCC3)c2ccccc21 | -4 | 4 | 87 | -5 | -3 | 72 | -1 | 5 | 94
CC(=O)NC12CC3CC(C1)CC(C(=O)Nc1nccs1)(C3)C2 | -2 | 6 | 96 | -2 | 8 | 94 | 0.95 | 4 | 101
Oc1ccc(Cl)cc1-c1cc(-c2cccc(Br)c2)n[nH]1 | -2 | -8 | 44 | 7 | 3 | 4.2* | -0.076 | 54* | 59
Cc1cccc(Oc2coc3cc(OC(=O)c4cc5ccccc5oc4=O)ccc3c2=O)c1 | -5 | -4 | . | 0 | 6 | . | -0.83 | -1 | .
Cc1ccc([N+](=O)[O-])cc1NC(=O)CCCOc1ccccc1 | -2 | -5 | . | 4 | 0 | . | -1.4 | 3 | .
Cc1oc(C)c(C(=O)O)c1COc1ccc(C(=O)O)cc1 | -5 | 0 | 84 | -19 | -3 | 93 | -0.79 | 20 | 91
O=S(=O)(Nc1ccc(S(=O)(=O)Nc2cccc3ccccc23)cc1)c1ccccc1 | -8 | 6 | 92 | -6 | -8 | 86 | 1 | -7 | 95
O=c1[nH]c(CSc2nnc(-c3ccncc3)n2Cc2ccco2)nc2ccccc12 | -1 | 2 | 93 | 2 | 3 | 85 | -0.043 | -1 | 97
O=C(c1cc(-c2ccc(Cl)c(Cl)c2)on1)N1CCCCC1 | -2 | -13 | 101 | -5 | -3 | 99 | . | 4 | 110
Cc1ccc(CS(=O)(=O)Cc2ccc(C(=O)NCc3ccccn3)o2)cc1 | -12 | -2 | 91 | 20 | -3 | 95 | 1.1 | 11 | 104
COc1ccccc1CNc1cc(CSc2ccc(Cl)cc2)nc(C)n1 | -3 | -3 | 87 | -4 | 0 | 79 | -0.028 | 26 | 99
NC(=O)C1CCN(C2CC(=O)N(Cc3cccs3)C2=O)CC1 (configuration not stated) | 1 | -8 | 83 | 1 | -15 | 73 | 0.82 | 1 | 94
Cn1c(=O)n(CC(=O)N2CCN(c3nnc(-c4ccccc4)c4ccccc34)CC2)c2ccccc21 | -1 | -1 | 104 | -6 | 7 | 75 | 0.98 | 11 | 107
CN1CCN(CCCNC(=O)C2CC(=O)N(C3CCCCC3)C2)CC1 (configuration not stated) | -9 | 6 | 103 | 23 | 5 | 97 | 0.15 | -3 | 92
COC(=O)n1c(SC)nc2ccccc21 | 2 | 12 | 93 | 11 | -12 | 90 | -0.24 | 4 | 98
O=C(CSc1n[nH]c(-c2ccccc2)n1)c1ccccc1 | -3 | 3 | 105 | -7 | -10 | 79 | -0.13 | 8 | 100
CCC(C)(C)n1nnnc1C(c1cc(OC)c(OC)c(OC)c1)N1CCN(c2ccccc2)CC1 (configuration not stated) | -3 | 4 | 85 | 1 | 3 | 93 | -0.64 | 9 | 96
COc1cc2c(cc1OC)C(C(=O)Nc1cccc(C)n1)C(c1cccnc1)N(C)C2=O (configuration not stated) | -7 | -5 | 114 | 9 | 3 | 96 | -0.56 | 0 | 105
CCOc1ccc(C(=O)NC(Cc2ccccc2)C(=O)OC)cc1 (configuration not stated) | -5 | 1 | 102 | -5 | 12 | 95 | -0.0043 | 23 | 105
Cc1cc(C)nc(NC2=NCC(=O)N2c2ccccc2)n1 | -3 | -5 | 96 | 0 | 4 | 100 | 0.98 | 2 | 99
COc1cc(OC)cc(C2C(C#N)=C(N)Oc3n[nH]c(-c4cccnc4)c32)c1 (configuration not stated) | -2 | -7 | 106 | 13 | 5 | 99 | 0.084 | 1 | 100
O=S(=O)(NCc1cccnc1)c1ccc(Br)s1 | -2 | 1 | 89 | -3 | 10 | 92 | -0.7 | -1 | 97
O=C(CN1CCOCC1)Nc1ccccc1C(=O)O | -3 | -4 | 79 | 12 | -4 | 102 | -0.073 | 28 | 100
Cc1ccc(OCC(O)Cn2c(NCCc3ccccc3)nc3c2c(=O)[nH]c(=O)n3C)cc1 (configuration not stated) | -5 | -1 | 96 | -1 | 0 | 94 | 0.26 | 5 | 109
O=C(NCc1cccnc1)C1CCCN(S(=O)(=O)c2ccc(Br)cc2)C1 (configuration not stated) | -1 | 0 | 101 | 18 | 5 | 93 | 0.0047 | 6 | 94
c1coc(CNC2CCCCCCC2)c1 | -3 | 6 | . | 9 | -13 | . | -0.43 | -5 | .
O=C(CCN1C(=O)C2C3C=CC(C3)C2C1=O)Nc1c(F)cccc1F (configuration not stated) | -4 | -9 | 90 | 11 | 12 | 99 | 0.96 | 39* | 88
CCN(CC)C(=O)CSc1nnc(CNc2ccc(F)cc2)n1-c1ccccc1 | -5 | . | 97 | . | 4 | 89 | 0.82 | . | 97
Cc1ccc(N/C(N)=N/c2nc(CSc3ccc(C)cc3)cc(=O)[nH]2)cc1 | 1 | -10 | 87 | 4 | -12 | 42 | . | 7 | 68
CS(=O)(=O)c1ccc2nc(NC(=O)C3CCCCC3)sc2c1 | . | -6 | 86 | -1 | . | 49 | 2.4 | -6 | 93
COC(=O)COn1c(-n2nc(C)cc2C)nc2ccccc2c1=O | -4 | 10 | 80 | -3 | -3 | 69 | -0.045 | 0 | 63
CCOC(=O)C1(CCSC)NC(c2ccco2)C2C(=O)N(CC)C(=O)C21 (configuration not stated) | 1 | 3 | 107 | 13 | -5 | 87 | 0.033 | 4 | 97
COc1ccc(-c2c3c([nH]c(=S)c2C#N)CCC3)cc1 | -4 | 3 | 105 | -5 | 2 | 90 | 0.75 | 7 | 104
O=C(CC1NC2CCCCC2NC1=O)Nc1ccc2c(c1)OCO2 (configuration not stated) | -3 | 2 | 93 | -1 | 10 | . | -0.57 | 9 | 98
CCOc1ccc(NC(=O)COC(=O)c2cccnc2)cc1 | 0 | 10 | 97 | -5 | 0 | 93 | -0.022 | 0 | 98
(cont.)
SMILES | S1P2 ag | E coli WT exp | HUVEC inhibit | PostGolgi yeast | S1P2 blocker | H69AR inhibit | hDAT+cocaine | PostGolgi ctrl | Fibroblast inh
c1ccc(C(c2nnnn2C2CCCC2)N2CCCCCC2)nc1 (configuration not stated) | -6 | 9 | 87 | 0 | 16 | 88 | -1.2 | 2 | 99
CC(C)N1C(=S)SC2CS(=O)(=O)C=C21 (configuration not stated) | -7 | 6 | 107 | -9 | 5 | 101 | 0.36 | 7 | 97
c1ccc2c(-c3nnc4n3CCCCC4)c[nH]c2c1 | -6 | 3 | 111 | -4 | 25 | 94 | -0.9 | 8 | 104
CCOc1ccccc1-c1nc(-c2ccc(C)nc2OC)no1 | -5 | -3 | . | 0 | 14 | . | -0.027 | 23 | .
Cc1ccccc1OCc1nc(-c2ccc(NC(=O)c3ccc4c(c3)OCO4)cc2)no1 | -6 | -9 | 31 | -3 | 25 | 16* | 0.021 | 0 | 30*
CCCCn1c(CN2CCN(c3ccc(F)cc3)CC2)nc2c1c(=O)n(C)c(=O)n2C | -4 | 0 | 67 | 1 | 13 | 95 | 0.24 | 0 | 96

Screening data deposited in PubChem by several laboratories.
